Source: PubChem BioAssay (Emory University Molecular Libraries Screening Center)
14-3-3g Raf: modulators of human 14-3-3 gamma - Raf peptide interaction | P61981 | FP, 14-3-3gamma / TMR-pS259-Raf peptide binding | inhibition, % at 40 µM | 160,000 tested, 0.19% active | AID 422; in the data active = inhibition above about 30%;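 also: 0% = protein plus tracer without compound and 100% = blank with tracer alone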
Target sequence (P61981 whole entry, looked up): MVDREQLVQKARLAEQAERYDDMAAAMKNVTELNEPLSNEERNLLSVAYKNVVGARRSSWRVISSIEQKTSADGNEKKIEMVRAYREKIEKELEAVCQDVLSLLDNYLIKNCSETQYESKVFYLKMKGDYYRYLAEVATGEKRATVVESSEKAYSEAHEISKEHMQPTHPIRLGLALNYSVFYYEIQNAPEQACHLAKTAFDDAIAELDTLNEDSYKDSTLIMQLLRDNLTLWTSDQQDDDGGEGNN
* hit, by the source's call; & = joins results of further samples. A portion of the library, so the mix of outcomes need not match the whole.

SMILES	14-3-3g Raf
O=C(Nc1ccc2oc(-c3ccc(Cl)cc3)nc2c1)c1ccc(I)cc1	-11.6
O=C(CCNS(=O)(=O)c1cccc2nsnc12)NCCc1ccc(Cl)cc1	0.6
CC(C)(C)OC(=O)N1CC=C2C(C#N)=C(N)C(C#N)(C#N)[C@H](c3cccnc3)[C@H]2C1	-20.5
COc1ccccc1CC1CC(=O)N(c2cc(C)ccc2C)C1=O (stereo not drawn)	-0.7
CCOc1ccccc1CN1C(=O)c2ccccc2C1C(=O)NCCc1ccccc1 (stereo not drawn)	-6.6
Cc1sc2nc3c(C(=O)NCc4ccccc4)cccn3c(=O)c2c1C	-6.3
COCCNC(=O)C(c1ccco1)N(C(=O)Cn1nnc2ccccc21)c1cc(C)ccc1C (stereo not drawn)	-5.8
COc1ccc(C2CC(=O)C3=C(C2)Nc2ccccc2NC3c2ccccc2OC(C)C)cc1OC (stereo not drawn)	-3.5
CCOc1ccc(C2C(C#N)=C(N)SC(N)=C2C#N)c(OCC)c1	-21.7
COc1ccc(CCNC(=O)C(=O)Nc2cc(C)ccc2C)cc1OC	4.4
CCOc1ccccc1NC(=O)c1ccc2c(c1)C1C3CCC(C3)C1C(c1ccccc1)N2 (stereo not drawn)	-6.7
Cc1ccc(S(=O)(=O)N2CCN(C(=O)CSc3nc4ccccc4c(=O)[nH]3)CC2)c(C)c1	-4.9
Cc1cccc(NC(=O)c2ccc(F)c(S(=O)(=O)NC3CCCC3)c2)c1	-2.7
O=C(O)CSC1=NCCN1	-3.3
CN1CCOCCN(C)C1=S	-0.7
COCCn1c(=S)[nH]c2cc(C(=O)NCCc3ccccc3)ccc2c1=O	-7.9
CCC(=O)Nc1cc(-c2nnc(OC)c3ccccc23)ccc1N1CCOCC1	-8.7
Cc1ccc(NC(=O)CC2SC(=NC3CCCCC3)NC2=O)c(C)c1 (stereo not drawn)	-4.9
CC(C)(C)NC(=O)CSc1nnc(Cc2ccc3c(c2)OCO3)n1C1CCCCC1	-3.1
COC(=O)C1=C(C)N(C)C(C)=C(C(=O)OC)C1c1ccc(C)s1	-8.3
COCCN1C(=O)c2ccccc2C(C(=O)Nc2ccc(Oc3ccccc3)cc2)C1c1c[nH]c2ccccc12 (stereo not drawn)	-3.7
CC1(C)Cc2ccccc2C(c2cc3ccccc3oc2=O)=N1	-5.2
CN1C(=O)c2ccccc2C(C(=O)O)C1c1cn(C)c2ccccc12 (stereo not drawn)	-3.5&-0.8
COCCOC(=O)C1=C(C)N(Cc2ccccc2)C(=O)NC1c1cccc(OC)c1OC (stereo not drawn)	2.4
CCOc1cc2c(cc1OCC)C1C(C(=O)Nc3ccc(OC)c(Cl)c3)c3ccccc3C(=O)N1CC2 (stereo not drawn)	5.5
COc1cc2cc(C)nc(C)c2cc1OC	1.8
CC(C)Cn1cc(C(=O)N(C)Cc2ccccc2)c2c3ccccc3n(C)c2c1=O	-1.9
COc1ccc(NC(=O)CNS(=O)(=O)c2ccc(Br)s2)cc1	-16.4
O=C(c1cccc2ccccc12)n1c(=O)oc2ccccc21	3.6
COC(=O)c1cc(OC)c(OC)cc1NC(=O)c1c(-c2ccccc2)noc1C	-8.9
N#Cc1cc2c(nc1SCC(=O)c1ccccc1)CCCC2	-13.8
Cc1cc(Br)c2c(c1)C(O)(N1CCC(C)CC1)C(=O)N2 (stereo not drawn)	-1.5
CSc1nc2c(c(=O)[nH]1)C1(CCCCC1)Cc1ccccc1-2	0.6
CN1CCN(C2Cc3ccccc3Sc3ccc(Cl)cc32)CC1 (stereo not drawn)	-8.6
Cc1ccc(Cn2c(=O)cc(C(=O)NCC3COc4ccccc4O3)c3ccccc32)cc1 (stereo not drawn)	-9.0
O=C1CN(C(=O)CSc2nncn2-c2ccccc2)c2ccccc2N1	4.6
COC(=O)CSc1nnc(CNC(=O)c2cccs2)n1-c1cccc(C)c1	-1.9
COc1ccc(-c2cc(C(F)(F)F)n3ncc(C(=O)N4CCCC4)c3n2)cc1	7.5
O=S(=O)(NC1CCCC1)c1ccc(S(=O)(=O)N2CCCN(Cc3ccccc3)C2)cc1	5.2
CCCOc1ccc(-c2nc(C#N)c(N3CCN(C)CC3)o2)cc1	-2.9
CCc1c(C)nc(N2CCN(Cc3ccccc3)CC2)[nH]c1=O	-0.9
CCC(C)NC(=O)C1(C)CCC(=O)N1CCc1ccc(OC)c(OC)c1 (stereo not drawn)	-4.9
COc1ccc(OC)c(N2C(=O)c3cccc4c([N+](=O)[O-])ccc(c34)C2=O)c1	0.9
COc1ccccc1C(O)c1nc2ccccc2n1Cc1ccccc1 (stereo not drawn)	-6.2
Cc1ccc(Cl)cc1-n1c(-c2ccco2)n[nH]c1=S	1.4
COc1ccc(CCN(C)c2ccc(N3C(=O)C4CCC(C)CC4C3=O)cc2[N+](=O)[O-])cc1OC (stereo not drawn)	1.1
Cc1ccc2cc3cc(C(=O)NC4CCCc5ccccc54)oc3nc2c1 (stereo not drawn)	22.9
COc1ccc(-n2c(C)c(C(C)=O)c3cc(OC(=O)c4ccccc4Br)ccc32)cc1	6.9
COc1ccc(C2CC(C(F)(F)F)n3ncc(C(=O)N4CCc5cc(OC)c(OC)cc5C4C)c3N2)cc1OC (stereo not drawn)	7.1
CCOC(=O)Cn1cc2c(c1-c1ccccc1)c(=O)n(C)c(=O)n2C	6.8
CCOc1ccc2nc(NC(=O)C3CCN(S(=O)(=O)c4cccnc4)CC3)sc2c1	-2.0
Cc1ccc(C(=O)Oc2cc(N)n(S(=O)(=O)c3ccc(Cl)cc3)n2)cc1	-1.3
N#Cc1c(N)c(C(=O)c2ccccc2)n2c1CCCC2	-5.8&-1.3
CC(=O)C1C(c2ccc(C)cc2)c2c(n[nH]c2C)CC1(C)O (stereo not drawn)	-5.5
O=C(OCn1nnc2ccccc2c1=O)c1cc2ccccc2o1	0.6
Oc1ccccc1C=Nc1ccc(O)c(-c2nc3ccccc3s2)c1	-178.8

The results go on.
SMILES	14-3-3g Raf
CC(C)CCNC(=O)C1(O)c2cc(Br)ccc2NC(=O)N1c1ccc(Cl)cc1 (stereo not drawn)	0.6
Cc1cccc(C)c1Nc1c(CN2C(=O)c3ccccc3C2=O)nc2ccc(Br)cn12	-5.7
COc1cc(C)c(S(=O)(=O)Nc2ccccc2F)cc1C	-8.2
CSc1nc(-c2ccco2)nn1C(=O)c1ccc(C)cc1	-0.6
Cc1ccc(C(=O)Nc2ccc(O)c(C)c2)cc1	-3.5
O=C(Nc1ccc2oc(-c3cccnc3)nc2c1)c1ccc(-c2ccc(Cl)cc2)o1	-23.3
Cc1cccc(Oc2cc(NC(=O)c3cccc(Br)c3)cc([N+](=O)[O-])c2)c1	-3.6
CC(C)OC(=O)CN1C(=O)c2ccccc2C1=O	3.2&2.3

Overlap with the part before: 2 compounds, then new ones.
SMILES	14-3-3g Raf
Cc1cccc(Oc2cc(NC(=O)c3cccc(Br)c3)cc([N+](=O)[O-])c2)c1	-3.6
CC(C)OC(=O)CN1C(=O)c2ccccc2C1=O	3.2&2.3
Cc1ccc(NC(=O)Cn2ncc3c(=O)oc4ccccc4c32)c(Br)c1	-0.1
Cn1c(=O)[nH]c(=O)c2c1nc(SCCN1CCOCC1)n2CCCc1ccccc1	0.9
O=C(Nc1ccccc1O)c1ccc(Br)c(S(=O)(=O)N2CCCCC2)c1	-8.1
CCOC(=O)CSc1nc2ccccc2c(=O)n1C	15.6
O=C(Nc1cc2c(cc1[N+](=O)[O-])OCCO2)c1cc2nc(-c3cccs3)cc(C(F)(F)F)n2n1	0.5
O=C(CN1CCN(C(=O)c2ccccc2)CC1)Nc1ncc(Br)cc1Br	-7.1
CN(C)c1ccc(C(C(=O)NC(C)(C)C)N(C(=O)c2csnn2)C2CC2)cc1 (stereo not drawn)	-0.9
CCOc1ccc(-c2cc(C(=O)N3CCOCC3)c3ccccc3n2)cc1	-5.2
O=C(O)c1cccc(NS(=O)(=O)c2cccc(C(=O)O)c2)c1	-14.2
O=C(NCCO)c1cc2ccccc2c(=O)s1	-2.2
CC1C(=O)SC2(CCCCC2)N1c1ccc(Br)cc1 (stereo not drawn)	-3.2
CCOc1ccc(C(=O)NCCN(C)C)cc1	-9.5
O=C(CSc1nnc(-c2ccncc2)n1Cc1ccccc1)c1ccc(Br)cc1	-10.5
O=C1CCCC2=C1C(c1cccnc1)Nc1ccc(C(=O)c3ccccc3)cc1N2 (stereo not drawn)	-11.7
CCOC(=O)N1CCC(N(CCOC)C(=O)Nc2ccc(Cl)cc2)CC1	1.9
COc1ccc(-c2cc(C(F)(F)F)n3nc(C(=O)Nc4cc(C)cc(C)c4)cc3n2)cc1	-2.3
CC(=O)NC1=NN(C(C)=O)C(C)(c2ccc([N+](=O)[O-])cc2)S1 (stereo not drawn)	-2.2
O=C(CCn1cnc2ccccc2c1=O)Nc1nc2c(s1)CCCC2	-2.9
Nc1c(C(=O)c2ccc3c(c2)OCO3)sc2nc(-c3cccnc3)ccc12	2.2
COc1ccc(OC)c(NC(=O)C2CC(=O)n3ncnc3N2)c1 (stereo not drawn)	-1.2
COc1cc([N+](=O)[O-])ccc1NC(=O)COc1ccccc1C(C)(C)C	0.3
CC(C)(C)c1ccc(OCc2nnc3n2N=C(c2ccc(F)cc2)CS3)cc1	-7.3
O=C(O)c1ccc(COc2cccc(CO)c2)cc1	-8.3
CCN(CC)S(=O)(=O)c1cccc(C(=O)Nc2nncs2)c1	4.3&-11.0
CCc1ccc2oc(-c3ccc(NC(=O)c4ccc(OC)c([N+](=O)[O-])c4)cc3)nc2c1	-100.1
CC(=O)NC1(C)CCC(C(C)(C)C#N)C1 (stereo not drawn)	4.6
CCOc1ccc(Oc2cc(N)cc([N+](=O)[O-])c2)cc1	-3.2
CCCCCCSC1=C(C#N)C(c2ccc(C)o2)CC(=O)N1 (stereo not drawn)	-3.4
c1ccc(C[n+]2sc(Nc3ccccc3)nc2-c2ccccc2)cc1	-6.8
O=C(COC(=O)c1ccccn1)Nc1cc(Cl)ccc1Cl	-13.4
CC(=O)N1C(=O)N(C)C2C1N(C(C)=O)C(=O)N2C (stereo not drawn)	0.7
Cc1cc(C(=O)CSc2nnc3sc4ccccc4n23)c(C)n1CCc1ccccc1	1.4

The last 4 entries of the part above open the next one:
SMILES	14-3-3g Raf
c1ccc(C[n+]2sc(Nc3ccccc3)nc2-c2ccccc2)cc1	-6.8
O=C(COC(=O)c1ccccn1)Nc1cc(Cl)ccc1Cl	-13.4
CC(=O)N1C(=O)N(C)C2C1N(C(C)=O)C(=O)N2C (stereo not drawn)	0.7
Cc1cc(C(=O)CSc2nnc3sc4ccccc4n23)c(C)n1CCc1ccccc1	1.4
CN(C)/C=C/C(=O)c1nnn(C2CCCCC2)c1NC1CCCCC1	-0.6
Cc1ccc(NC(=O)c2cc(S(=O)(=O)NCc3ccco3)ccc2F)cc1F	1.5
O=C(Nc1ccc(-c2nc3ccccc3o2)c(O)c1)c1cccc(F)c1	-106.3
Cc1sc2ncn(CC(=O)NC3CCCCCC3)c(=O)c2c1S(=O)(=O)N1CCCCC1	-2.9
O=C(CSc1nnc(Cc2ccccc2)o1)Nc1nc(-c2ccccc2)cs1	-3.7
O=C(CSc1cn(Cc2ccc(Cl)cc2)c2ccccc12)NCc1ccco1	-15.0
CC(C)(C)C(=O)Oc1cc(N)n(S(=O)(=O)c2ccc(F)cc2)n1	-3.5
CCOc1ccc(NC(=O)C2CCN(S(=O)(=O)c3cccs3)CC2)cc1	1.2
Cc1cc(C)nc(SCCS(=O)(=O)Cc2ccccc2)n1	5.5
CCOC(=O)C1CCN(C(=O)c2ccc(N(C)C)cc2)CC1	5.0
CCc1nnc(NC(=O)c2ccc(OC)cc2OC)s1	-15.9
O=C(NC1CC2CCC(C1)N2C(=O)NC1CCCCC1)NC12CC3CC(CC(C3)C1)C2 (stereo not drawn)	2.1
CCOCCCNC(=O)c1ccc(CS(=O)(=O)Cc2ccc(C)cc2)o1	0.1
O=C(COc1ccc(-c2nnco2)cc1)NC1CCCc2ccccc21 (stereo not drawn)	0.3
CC1(C)Nc2ccccc2-c2nnc(SCc3ccccc3)nc2O1	-16.2
Cc1nc(C)c(C(=O)Nc2ccc(C)c(F)c2)o1	-16.5
COc1ccc(Cl)cc1NC(=O)c1nn2c(c1Br)NC(c1ccc(Br)o1)CC2C(F)(F)F (stereo not drawn)	-195.0
COc1ccc(OCCOCC(O)CN2CCOCC2)cc1 (stereo not drawn)	1.0
CC(=O)N1CCC(=O)N(C)c2ccccc21	1.2
COc1cccc(C2C(C(C)=O)=C(O)C(=O)N2CCN2CCOCC2)c1 (stereo not drawn)	5.9
CC1CC(C)(C)NC(=S)N1CCCC(=O)NC(c1ccccc1)c1ccccc1 (stereo not drawn)	-14.3
CCc1ccc(NC(=O)CSc2nnc(Cc3cccn3C)n2-c2ccc(OC)cc2)cc1	-0.6
CCOc1ccc(C(N)CC(=O)O)cc1OC (stereo not drawn)	-6.8
COc1cccc(C2C3=C(CC(C)(C)CC3=O)Nc3ccccc3N2C(=O)Cc2ccccc2)c1 (stereo not drawn)	-1.8
CCOCc1nnc(NC(=O)COC)s1	-13.7
O=C(Nc1ccc(OC(F)(F)Cl)cc1)c1cc2ccccc2oc1=O	-4.4
Cn1c(SCC(=O)Nc2ccc(N3CCOCC3)cc2)nnc1-c1ccccc1	-9.4
CCCCSc1nnc2c(n1)-c1cccc3cccc-2c13	-7.4
Cc1ccc2cc(CCNS(=O)(=O)c3ccc(F)cc3)c(=O)[nH]c2c1	-3.2
